Coupling enz = inhibits coupling enzyme system, counter-screen for aldolase hits. activity change, negative = inhibition, % at 58.2 µM, hits read low. 290,000 tested, 0.67% active. coupling enzyme system counterscreen, AmpLite Red fluorescence; in the data active = activity change below about -30%; also: % is scaled to controls: 0 for no effect and ±100 for the full control effect
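First, compound is pin-transferred into glyceraldehyde-3-phosphate coupling-enzyme reagent at 57.5 uM final and held 10 min at RT. Next, substrate, coupling system and AmpLite Red are added. After 20 min RT, fluorescence (525/598 nm) is read.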
A-T KAP1 phos = potential ataxia-telangiectasia treatments restoring KAP-1 phosphorylation; […] A-T fibroblasts, KAP-1 phosphorylation AlphaLISA; neocarzinostatin DNA damage 30 min before lysis; Potency, µM (series often up to 57.5 µM), without a hit: top-dose activation, actives largely listed as activators; 320,000 tested, 0.19% active; also: potency is read from the fitted curve at half-maximal effect; % of control where 0% means no effect; nearly all actives have a fitted effect of over 45% in size
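ATM-like activity read as KAP-1 phosphorylation via AlphaLISA donor/acceptor antibody pairs after lysis and 6 hr at 25C. Cells were ATM-null patient fibroblasts ([…], hTERT), dosed 60 min, then exposed to the DSB inducer NCS for 30 min.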
CXXC DNA block = inhibitors of human MLL CXXC domain-DNA interaction; MLL-CXXC / FITC-HOXA9 DNA fluorescence polarization; AID 2662; Potency, µM (doses to about 115 µM), for the others: at the highest dose activity change, negative = inhibition, actives largely listed as inhibitors; Q03164; 290,000 tested, 0.037% active; active = well fitted inhibition curve with a large enough effect in the polarisation, with a control signal flat, not every such curve was filed as active; inconclusive = small, poorly fitted or top-dose-only effect, or effect the other way, or a change in a side signal; inactive = no such curve, though single readings can be large or run the other way; the % refers to the polarisation; also: potency is read from the fitted curve at half-maximal effect
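Fluorescence polarization: 7 uM MLL-CXXC (stock) preincubated 5 min with compounds, then 50 nM fluorescein-HOX-A9 DNA (stock) added; 30 min ambient. Buffer 50 mM Tris-HCl pH 7.5, 50 mM NaCl, 1 mM DTT, 0.05% BSA.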
a7 integrin act = activators of alpha7 integrin expression for muscular dystrophy. Potency, µM (series often up to 38.3 µM), inactives show at the top dose activation, hits mostly activators. 350,000 tested, 0.064% active. AID 624291. alpha7betagal myoblasts, beta-gal FDG fluorescence, 48 h;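 also: potency is read from the fitted curve at half-maximal effect; 100% = response of the positive control SU9516; nearly all actives have a fitted effect of over 60% in size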
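Alpha7betagal+/- myoblasts (passage 13) were plated 16-24 hr, then exposed to compounds (1:260 dilution of DMSO stock) for 48 hours at 37C. After MPER lysis, β-galactosidase reporter activity was read as FDG fluorescence (ex 480/em 540) after 30 minutes.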
TRPV1 ag = agonists of human vanilloid receptor 1 (TRPV1). Q8NER1. TRPV1-expressing cells, Fluo-8 calcium influx, agonist mode. activation, % at 8.33 µM. 320,000 tested, 0.19% active; in the data active = activation above about 80%; inconclusive = between about 30% and that limit; also: 0% is about no effect
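Cells expressing TRPV1 were dye-loaded with Fluo-8 and read kinetically: 10 s baseline, 3 min after compound (agonist portion), then 2 min after EC20 capsaicin (allosteric enhancer portion). Calcium-bound dye fluorescence at 480/520 nm.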
GALK inhibitor = blocks human galactokinase activity; P51570; Purified GALK, Kinase-Glo residual ATP luminescence; Potency, µM (doses to about 57.5 µM), for inactives: top-dose activity change, negative = inhibition, usual class: inhibitors; 270,000 tested, 0.007% active; also: potency is read from the fitted curve at half-maximal effect; % is scaled to controls: 0 for no effect and ±100 for the full control effect
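Compounds were pin-transferred into ATP buffer (35 uM final), then GALK plus galactose (5 nM, 100 uM final) was added. After 1 h at room temperature, Kinase-Glo Plus was added and luminescence read after 10 min.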
MBNL1-CUG inh = inhibitors of human MBNL1 binding to CUG repeat RNA. Q9NR56. TR-FRET MBNL1-His/biotin-(CUG)12 binding, 665/545 ratio. Potency, µM (top dose mostly 57.5 µM), for the others: at the highest dose activity change, negative = inhibition, usual class: inhibitors. 280,000 tested, 0.036% active. AID 2675; active = well fitted inhibition curve with a large enough effect in the signal ratio, with a control signal flat, not every such curve was filed as active; inconclusive = small, poorly fitted or top-dose-only effect, or effect the other way, or a change in a side signal; inactive = no such curve, though single readings can be large or run the other way; the % refers to the signal ratio; also: potency is read from the fitted curve at half-maximal effect; % is scaled to controls: 0 for no effect and ±100 for the full control effect
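His-tagged MBNL1 binding to biotinylated (CUG)12 RNA was measured by TR-FRET using terbium anti-His antibody (0.055 ng/ul final) and streptavidin-XL665 (5 nM final). Compounds were titrated 92 nM to 58 uM; 60 min at room temperature.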
S-ASM inh = inhibitors of human secretory acid sphingomyelinase; 340,000 tested, 0.006% active; placental ASM, HMU-PC fluorogenic substrate, 60 min; Potency, µM (doses to about 57.5 µM), for inactives: at the top dose activity change, negative = inhibition, most hits filed as inhibitors; P17405; also: potency is read from the fitted curve at half-maximal effect
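HMU-PC0 cleavage (9 uM final) by human placental ASM, 60 min at 37 °C following 10 min compound exposure at RT; stopped at pH 10, fluorescence Ex 386/Em 447 nm.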
KCNH2 3.1 inh = KCNH2 3.1 (human) potassium channel inhibition | U2OS KCNH2 3.1, thallium flux FluxOr; active compounds read low | activity change, % (tested at about 1.8 µM) | 340,000 tested, 0.95% active;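 active = maximum activity change below -70%; inconclusive = maximum activity change from -70% to -50%; inactive = maximum activity change above -50%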;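 also: thallium influx rate constant from kinetic fluorescence after stimulation buffer; % is scaled to controls: 0 for no effect and ±100 for the full control effect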
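Steps: virus added to U2OS suspension (4 h, RT, dark); medium with 10% FBS added, cells plated, 37 C overnight; FluxOr/Red40 loading buffer 45 min RT; stimulation buffer, 2 min kinetic read; rate constant normalized.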
hERG WT inh = KCNH2 (human, wildtype) channel inhibition; Q12809; U2OS, BacMam KCNH2, thallium flux FluxOr; active compounds read low; activity change, % at 1.84 µM; 340,000 tested, 0.37% active; AID 720551;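 active = maximum activity change below -70%; inconclusive = maximum activity change between -70% and -50%; inactive = maximum activity change above -50%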; also: % is scaled to controls: 0 for no effect and ±100 for the full control effect
Target sequence (Q12809 whole entry, looked up): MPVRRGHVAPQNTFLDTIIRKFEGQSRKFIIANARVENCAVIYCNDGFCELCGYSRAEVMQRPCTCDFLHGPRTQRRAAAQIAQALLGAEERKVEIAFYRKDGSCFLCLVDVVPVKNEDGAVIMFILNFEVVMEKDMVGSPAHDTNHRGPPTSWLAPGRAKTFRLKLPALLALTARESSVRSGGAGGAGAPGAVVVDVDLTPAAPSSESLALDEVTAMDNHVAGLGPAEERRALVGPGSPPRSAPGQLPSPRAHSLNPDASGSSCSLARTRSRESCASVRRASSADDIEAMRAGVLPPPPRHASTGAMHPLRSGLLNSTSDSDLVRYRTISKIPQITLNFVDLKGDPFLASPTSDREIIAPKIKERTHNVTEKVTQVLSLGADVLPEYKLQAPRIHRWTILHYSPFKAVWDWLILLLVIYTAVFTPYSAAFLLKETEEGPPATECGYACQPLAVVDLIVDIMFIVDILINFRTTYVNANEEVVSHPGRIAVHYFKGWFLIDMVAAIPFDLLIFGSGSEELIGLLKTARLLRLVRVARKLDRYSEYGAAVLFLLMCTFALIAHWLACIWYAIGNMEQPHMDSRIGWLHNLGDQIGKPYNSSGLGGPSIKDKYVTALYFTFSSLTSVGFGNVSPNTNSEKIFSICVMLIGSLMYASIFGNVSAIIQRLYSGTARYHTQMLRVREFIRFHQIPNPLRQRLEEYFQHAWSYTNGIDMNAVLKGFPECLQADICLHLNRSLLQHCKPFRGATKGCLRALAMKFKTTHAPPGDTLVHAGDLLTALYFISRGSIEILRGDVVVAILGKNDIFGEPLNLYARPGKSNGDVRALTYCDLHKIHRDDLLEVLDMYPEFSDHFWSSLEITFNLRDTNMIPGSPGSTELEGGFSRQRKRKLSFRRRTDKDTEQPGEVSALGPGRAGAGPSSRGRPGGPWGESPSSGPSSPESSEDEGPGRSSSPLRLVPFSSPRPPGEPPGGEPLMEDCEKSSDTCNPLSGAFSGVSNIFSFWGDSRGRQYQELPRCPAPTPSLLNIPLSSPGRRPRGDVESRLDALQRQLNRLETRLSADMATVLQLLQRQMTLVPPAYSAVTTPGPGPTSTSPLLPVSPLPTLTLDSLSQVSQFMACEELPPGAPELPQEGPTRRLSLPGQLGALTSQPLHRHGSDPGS
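U2OS cells transduced with wild-type KCNH2 virus are loaded with FluxOr dye for 45 min, and thallium flux is measured in kinetic reads before and after stimulation buffer. Rate constants are normalized to DMSO controls.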
* marks the source's active call; other numbers are inactive results; i = inactive; u = inconclusive; x = not tested or not shown; [ ] = remark or other dose. Unless noted, calls follow the shape of the dose curve; as a rule, active = well fitted curve in the direction sought with a large enough effect; inconclusive = small, poorly fitted or top-dose-only effect, or another doubt; inactive = no such curve, though single readings can be large; an effect the other way counts as inactive or inconclusive.

Second line of a record: Coupling enz	A-T KAP1 phos	CXXC DNA block	a7 integrin act	TRPV1 ag	GALK inhibitor	MBNL1-CUG inh	S-ASM inh	KCNH2 3.1 inh	hERG WT inh
- CCCc1c(C)nc2c(OC)cccc2c1SCC(=O)O
 : 10	-4%	1%	16%	0	-1%	3%	7%	-3	0
- CC(C)CCN(C(=O)c1ccccn1)c1c(N)n(Cc2ccccc2)c(=O)[nH]c1=O
 : x	1%	x	18%	x	x	x	3%	22	6
- N#C/C(=C(/O)CCCl)c1ccccn1
 : 0	5%	-5%	-25%	-2	-1%	5%	i	18	x
- COc1ccc(C(=O)NCCNc2nc3c(C)cccc3cc2C#N)cc1
 : x	x	x	2%	x	x	x	460%[activator]	6	-25
- Cc1ccc(NS(=O)(=O)c2ccc(OCC(=O)Nc3cccc([N+](=O)[O-])c3)c(C)c2)cc1
 : 1	-1%	3%	-62%[inhibitor]	-1	6%	8%	-19%	u	10
- COc1ccc(C(=O)C2CCCN(Cc3ccc(NC(C)=O)cc3)C2)cc1OC (stereo not given)
 : -1	1%	-1%	14%	2	-3%	-14%	5%	-18	-13
- CC(=O)N1CCN(c2ccc(NC(=S)NC(=O)c3ccccc3)cc2)CC1
 : 1	0%	10%	21%	5	1%	4%	5%	-11	5
- COc1ccc(S(=O)(=O)N(C(C)=O)c2ccc3oc(=O)sc3c2)cc1
 : -1	-9%	-10%	-21%	10	2%	13%	-2%	-21	-3
- CCN(CC)CCNC(=O)CSc1c2c(nc3cc(Cl)ccc13)CCCC2
 : -20	20%	21%	-67%[inhibitor]	2	5%	51%[activator]	0%	5	8
- CCOc1cc(/C=N/NC(=O)CN2CCCCC2)ccc1OCc1ccccc1
 : 0	-2%	11%	1%	0	x	4%	7%	-35	2

(next part)
Second line of a record: Coupling enz	A-T KAP1 phos	CXXC DNA block	a7 integrin act	TRPV1 ag	GALK inhibitor	MBNL1-CUG inh	S-ASM inh	KCNH2 3.1 inh	hERG WT inh
- Cc1cccc(NS(=O)(=O)c2nnc(NC(=O)CC(C)C)s2)c1
 : 7	12%	3%	20%	3	2%	-6%	1%	33	2
- CC(NCc1ccc(S(N)(=O)=O)cc1)C(=O)NCc1ccccc1 (stereo not given)
 : 3	-21%	0%	5%	1	-1%	0%	6%	5	4
- C/C(N)=C(/C#N)C(=O)CSc1nnc(Nc2ccccc2)s1
 : 1	-3%	2%	19%	-4	13%	-3%	0%	0	i
- [O-][n+]1ccccc1SCc1ccccc1
 : x	10%	x	36%	-4	x	x	1%	3	-4
- COC(=O)C1C2CC(C(Br)C2Br)C1C(=O)O (stereo not given)
 : x	x	x	20%	x	x	x	1%	-9	0
- CC(=O)N1CCc2cc(S(=O)(=O)NC(CC(C)C)C(=O)Nc3cc(C)ccn3)ccc21 (stereo not given)
 : -3	1%	4%	17%	1	-1%	-6%	0%	-8	-2
- Cc1ccc(COc2ccc(/C=N/NC(=O)c3nnn(-c4nonc4N)c3COc3ccc(F)cc3)cc2)cc1
 : -1	6%	-3%	-8%	9	1%	-6%	67%	-10	u
- S=c1[nH]c2cc(Cl)ccc2s1
 : 5	0%	-1%	-12%	-1	x	3%	0%	-3	-23
- Cc1ccc(NC2=C([N+](=O)[O-])CS(=O)(=O)C2)cc1
 : 11	x	-10%	15%	-2	4%	4%	1%	3	4
- O=C(COC(=O)CCCSc1nc2ccccc2[nH]1)Nc1ccc(Cl)cc1
 : 1	12%	8%	-1%	-2	-6%	-1%	-4%	5	1

Continued.
Second line of a record: Coupling enz	A-T KAP1 phos	CXXC DNA block	a7 integrin act	TRPV1 ag	GALK inhibitor	MBNL1-CUG inh	S-ASM inh	KCNH2 3.1 inh	hERG WT inh
- O=C(O)CCC(=O)N(Cc1ccco1)c1nc(-c2ccccc2)cs1
 : 10	8%	3%	12%	2	6%	-2%	-1%	1	-8
- CSc1ccccc1C(=O)Nc1ccc2c(c1)OCO2
 : -4	-2%	-1%	0%	11	-2%	-1%	-2%	4	-3
- COC(=O)Cn1c2c(c3cc(C)ccc31)CCCC2
 : 2	15%	8%	16%	24	2%	2%	6%	11	21
- CC(C)OC(=O)CSc1nc(C(C)C)nc2ccccc12
 : 4	2%	-2%	-2%	15	3%	-2%	-1%	-9	-15
- CCc1ccccc1NC(=O)Nc1cc(F)ccc1F
 : -3	4%	2%	u	7	-4%	-3%	-1%	8	x
- O=C(NN1C(=O)c2ccccc2NC1c1ccco1)c1ccc(Br)cc1 (stereo not given)
 : 1	0%	1%	-16%	3	-1%	-8%	7%	-18	15
- CCCn1nc([N+](=O)[O-])c(C(C#N)c2nc3ccccc3o2)c(Cl)c1=O (stereo not given)
 : 1	-21%	u	12%	-4	-3%	u	2%	15	33
- O=C(/C=C/c1ccccc1Cl)NNC(=O)c1cccs1
 : 0	0%	20%	-44%[inhibitor]	12	-2%	4%	-2%	27	x
- COCCN(C(C)=O)c1nnc(-c2cnccn2)s1
 : 1	5%	2%	5%	1	9%	u	2%	-26	-9
- O=C(N/N=C/c1cccs1)C(=O)Nc1cccc(Cl)c1
 : 5	3%	17%	-22%	u	15%	-1%	-3%	3	x

Continued.
Second line of a record: Coupling enz	A-T KAP1 phos	CXXC DNA block	a7 integrin act	TRPV1 ag	GALK inhibitor	MBNL1-CUG inh	S-ASM inh	KCNH2 3.1 inh	hERG WT inh
- COC(=O)c1c(C(=O)OC)c(-c2ccc(F)cc2)n2c1CSC2
 : 1	-3%	13%	2%	-11	x	-6%	13%	0	7
- CCC1Sc2ccccc2N(CC(=O)NC2CCCCC2)C1=O (stereo not given)
 : -2	3%	2%	-9%	10	-2%	-6%	6%	-3	-7
- N#CC(C(=O)NC1CCCCC1)c1nc2ccccc2nc1N1CCOCC1 (stereo not given)
 : 1	9%	19%	x	9	0%	19%	x	x	x
- Cc1cccn2c(=O)c3cc(C(=O)NCC4CCCO4)c(=N)n(Cc4cccnc4)c3nc12 (stereo not given)
 : -8	5%	9%	3%	-1	-4%	u	435%[activator]	-16	-5
- C=CCNC(=S)N/N=C(\C)c1cccc(OC)c1
 : 1	-14%	3%	-20%	16	-2%	-6%	-2%	0	9
- Cc1ccc(Oc2nc(CN3CCOCC3)nc3sc4c(c23)CCC(C)C4)cc1C (stereo not given)
 : -1	-1%	-7%	-16%	u	-1%	x	-18%	6	-30
- Cn1c2ccccc2c2c(C(=O)O)cn(C3CCCC3)c(=O)c21
 : 1	14%	-8%	-4%	0	1%	-9%	33%[activator]	-25	-1
- N#Cc1ccsc1NC(=O)CN1C(=O)NC2(CCCCC2)C1=O
 : x	x	x	-21%	x	x	x	3%	-9	8
- CC1CN(C(=O)COC(=O)c2ccc3ncsc3c2)CC(C)O1 (stereo not given)
 : x	0%	x	u	x	x	x	13%	20	8
- Cc1ccc(-c2noc(C3CCCN(C(=O)c4ccccc4Br)C3)n2)cc1 (stereo not given)
 : -3	2%	-2%	u	12	1%	-6%	-14%	-7	-5

Reprinted from the part before: two compounds, followed by the next part.
Second line of a record: Coupling enz	A-T KAP1 phos	CXXC DNA block	a7 integrin act	TRPV1 ag	GALK inhibitor	MBNL1-CUG inh	S-ASM inh	KCNH2 3.1 inh	hERG WT inh
- CC1CN(C(=O)COC(=O)c2ccc3ncsc3c2)CC(C)O1 (stereo not given)
 : x	0%	x	u	x	x	x	13%	20	8
- Cc1ccc(-c2noc(C3CCCN(C(=O)c4ccccc4Br)C3)n2)cc1 (stereo not given)
 : -3	2%	-2%	u	12	1%	-6%	-14%	-7	-5
- Cc1ccc(CN2C(=O)CCC2C(=O)NC2CC2)cc1 (stereo not given)
 : 1	0%	1%	24%	-3	-2%	-1%	4%	-10	6
- CC1Cc2ccccc2C(CCc2ccccc2)=N1 (stereo not given)
 : 0	3%	-3%	0%	15	-1%	0%	3%	-23	-5
- CC(=NNC(=O)c1ccc(NS(=O)(=O)c2ccc(Br)cc2)cc1)c1cccnc1
 : x	9%	x	-4%	x	x	x	4%	-6	-8
- CCOC(=O)C1=C(c2ccccc2)OC(N)=C(C#N)C1c1ccc(Br)s1 (stereo not given)
 : -2	-5%	5%	-7%	u	-2%	57%[activator]	3%	x	7
- O=C(CC(c1ccccc1)c1ccccc1)Nc1ccc2c(c1)OCCO2
 : x	1%	18%	21%	u	0%	-18%	-5%	x	1
- CN(C)CCCN(C(=O)COc1ccccc1)c1nc2ccc(Cl)cc2s1
 : 2	-10%	4%	-69%[inhibitor]	1	-2%	-4%	-8%	15	14
- COc1ccc(N2CCCC2)c(NC(=O)COc2ccccc2)c1
 : -1	1%	13%	33%	14	7%	-1%	-3%	-19	2

Compound activity deposited in PubChem BioAssay by National Center for Advancing Translational Sciences (NCATS).
